# Assay outcomes: PubChem BioAssay, several laboratories
# Vc quorum ag: quorum light induction in luxS cqsA deficient V. cholerae | activation, % at 18.7 µM | V. cholerae BH1578 lux reporter, luminescence, 6 h | 0.16% of 350,000 active | AID 588436; in the data active = activation mostly above about 9.7%, no sharp cut-off; inconclusive = no clear call, values can overlap the other calls; inactive = mostly below about 3.7%; also: not every result past the cut was called active; inactives centre near 0; reference of the scale not given here
# PriA SSB inh: inhibitors of Klebsiella pneumoniae PriA binding to SSB C-terminal tail; 0.6% of 430,000 active; inhibition, % at 33 µM; AlphaScreen SSBct-PriA binding, biotinylated peptide; AID 1272365; in the data active = inhibition mostly above about 37%, no sharp cut-off; inactive = mostly below about 20%;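 also: plate controls were negative control peptide for no effect and reference peptide for full effect; strong numbers were not always called active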
# 3CLpro inhibitor: SARS-CoV 3CLpro protease inhibition; inhibition, % at 6 µM; 0.14% of 290,000 active; recombinant SARS-CoV 3CLpro, quenched FRET peptide cleavage; in the data active = inhibition above about 12%
# Anthrax LF prot: inhibitors of Bacillus anthracis lethal factor protease; multiplex microsphere protease cleavage assay, LF; inhibition, % at 10 µM; 0.12% of 360,000 active; AID 588501; also: plate controls were buffer without enzyme for full effect and enzyme alone for no effect
# TcdB inh: inhibitors of Clostridioides difficile toxin B glycohydrolase | TcdB glycohydrolase enzymatic assay, plate reader | AID 652162 | 0.24% of 350,000 active | P18177 | inhibition, % at 9.99 µM; in the data active = inhibition above about 10%
# Target sequence (P18177 whole entry, looked up): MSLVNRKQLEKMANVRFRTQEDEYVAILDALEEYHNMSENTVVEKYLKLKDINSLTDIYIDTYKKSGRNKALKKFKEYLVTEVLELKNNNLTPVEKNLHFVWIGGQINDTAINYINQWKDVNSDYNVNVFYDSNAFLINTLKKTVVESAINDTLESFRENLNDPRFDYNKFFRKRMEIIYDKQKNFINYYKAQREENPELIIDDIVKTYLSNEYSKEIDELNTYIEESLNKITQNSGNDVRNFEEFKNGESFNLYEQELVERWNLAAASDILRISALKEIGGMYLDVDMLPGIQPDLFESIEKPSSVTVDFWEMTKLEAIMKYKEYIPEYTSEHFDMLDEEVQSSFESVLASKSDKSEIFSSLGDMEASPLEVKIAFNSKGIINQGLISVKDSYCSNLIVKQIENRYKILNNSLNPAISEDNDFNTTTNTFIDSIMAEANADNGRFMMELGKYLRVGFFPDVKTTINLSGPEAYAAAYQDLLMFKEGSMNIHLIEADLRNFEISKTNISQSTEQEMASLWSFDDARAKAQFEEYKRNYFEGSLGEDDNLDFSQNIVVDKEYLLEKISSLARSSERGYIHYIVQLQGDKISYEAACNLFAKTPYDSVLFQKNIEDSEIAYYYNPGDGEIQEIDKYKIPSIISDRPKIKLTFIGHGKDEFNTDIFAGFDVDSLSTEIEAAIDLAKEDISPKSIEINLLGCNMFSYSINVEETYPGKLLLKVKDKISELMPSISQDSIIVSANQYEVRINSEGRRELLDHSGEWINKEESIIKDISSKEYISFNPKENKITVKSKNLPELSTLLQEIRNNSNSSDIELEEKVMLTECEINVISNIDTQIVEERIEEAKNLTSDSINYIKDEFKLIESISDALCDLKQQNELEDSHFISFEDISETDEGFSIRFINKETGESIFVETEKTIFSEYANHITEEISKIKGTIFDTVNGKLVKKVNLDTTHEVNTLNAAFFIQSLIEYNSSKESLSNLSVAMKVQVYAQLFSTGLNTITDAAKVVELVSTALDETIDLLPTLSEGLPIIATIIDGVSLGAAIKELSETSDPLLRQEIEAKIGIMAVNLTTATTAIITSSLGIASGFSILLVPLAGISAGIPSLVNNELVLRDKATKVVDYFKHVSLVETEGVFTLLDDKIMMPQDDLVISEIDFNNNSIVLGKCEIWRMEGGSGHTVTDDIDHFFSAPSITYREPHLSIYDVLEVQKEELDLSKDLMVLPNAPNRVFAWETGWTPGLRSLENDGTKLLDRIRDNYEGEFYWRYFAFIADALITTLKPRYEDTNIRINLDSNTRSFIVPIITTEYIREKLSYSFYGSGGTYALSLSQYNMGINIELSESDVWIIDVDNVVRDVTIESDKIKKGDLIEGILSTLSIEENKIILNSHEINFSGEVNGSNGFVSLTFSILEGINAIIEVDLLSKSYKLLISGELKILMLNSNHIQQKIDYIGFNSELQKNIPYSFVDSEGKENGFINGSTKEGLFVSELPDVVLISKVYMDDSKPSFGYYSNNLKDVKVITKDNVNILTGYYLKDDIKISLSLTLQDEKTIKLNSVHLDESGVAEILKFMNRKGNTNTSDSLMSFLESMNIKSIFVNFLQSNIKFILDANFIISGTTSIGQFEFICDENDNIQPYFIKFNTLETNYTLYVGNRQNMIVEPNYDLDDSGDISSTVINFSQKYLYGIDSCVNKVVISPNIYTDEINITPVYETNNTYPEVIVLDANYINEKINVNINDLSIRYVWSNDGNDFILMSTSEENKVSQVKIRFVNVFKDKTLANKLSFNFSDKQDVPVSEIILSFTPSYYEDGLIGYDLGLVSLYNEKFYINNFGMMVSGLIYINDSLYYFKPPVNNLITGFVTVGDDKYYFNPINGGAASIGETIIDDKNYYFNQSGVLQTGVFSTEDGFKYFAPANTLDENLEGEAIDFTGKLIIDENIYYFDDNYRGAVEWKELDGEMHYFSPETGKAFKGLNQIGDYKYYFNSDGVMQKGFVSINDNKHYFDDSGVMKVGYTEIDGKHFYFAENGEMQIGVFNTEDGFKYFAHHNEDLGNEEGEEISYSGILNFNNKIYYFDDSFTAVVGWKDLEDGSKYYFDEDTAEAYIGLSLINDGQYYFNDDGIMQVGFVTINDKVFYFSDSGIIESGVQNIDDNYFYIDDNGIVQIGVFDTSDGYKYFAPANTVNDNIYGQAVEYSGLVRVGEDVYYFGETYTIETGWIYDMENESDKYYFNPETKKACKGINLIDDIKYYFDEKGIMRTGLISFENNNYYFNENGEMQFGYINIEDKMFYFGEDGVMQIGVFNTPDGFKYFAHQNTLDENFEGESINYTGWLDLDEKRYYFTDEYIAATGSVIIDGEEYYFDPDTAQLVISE
# PfHsp40 yeast: restores yeast growth despite PfHsp40 toxicity; AID 504582; growth rescue, % at 12.5 µM; 0.68% of 340,000 active; S. cerevisiae expressing PfHsp40, growth rescue, ATP luminescence; in the data active = growth rescue above about 28%, passing the limit was not always enough; inconclusive = no clear call, values can overlap the other calls;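 also: yeast W303a lacking pdr1 and pdr3 grown in galactose medium; growth measured after three days at 30 °C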
# Y pestis TopoI: blocks Yersinia pestis topoisomerase I activity. Y. pestis Topo-I cleavage product accumulation, plate reader. activity, % at 10 µM. 0.064% of 360,000 active. AID 504884; in the data active = activity above about 50%, passing the limit was not always enough; inconclusive = no clear call, values can overlap the other calls; also: inactives centre near 2
# PrPC TRFRET: reduces human prion protein on the cell surface; cell surface PrPC, TR-FRET read-out; 0.43% of 370,000 active; AID 720596; inhibition, % at 13.8 µM; in the data active = inhibition above about 24%; also: 0% = median of the test wells and 100% = reference compound wells
# BoNT A protease: inhibitors of Botulinum neurotoxin A light chain protease | inhibition, % at 10 µM | 0.17% of 360,000 active | multiplex microsphere protease substrate cleavage, flow cytometry | AID 588499; also: plate controls were buffer without enzyme for full effect and enzyme alone for no effect
# Active calls of the source: *; i = inactive; u = inconclusive; x = no result given. Rule as the data show it, unless noted: active = inhibition above about 30%; inconclusive = no clear call, values can overlap the other calls; inactive = below that.
SMILES,Vc quorum ag,PriA SSB inh,3CLpro inhibitor,Anthrax LF prot,TcdB inh,PfHsp40 yeast,Y pestis TopoI,PrPC TRFRET,BoNT A protease
CCOc1ccc(NC(=O)Nc2ccc(Cc3ccncc3)cc2)cc1,-0.3,-1,-2,-12,-0.3,1.5,2,33*,-1.2
COCc1ccc(C(=O)N2CCCC(N(C)CCc3ccccc3)C2)s1 (stereo not drawn),3.3,x,x,0,1.2,x,9,-11,-0.2
CC(C)NC(=O)c1cccc(C(F)(F)F)c1,-0.5,-11,-3,-3,x,-0.3,-2,1,-0.6
Cn1c(NCC2CCCO2)nc2c1c(=O)n(Cc1ccccc1)c(=O)n2C (stereo not drawn),i,-16,2,-1,x,0.0,3,0,1.7
COc1cc(-c2cc(=O)c3c(O)cc(O)cc3o2)cc(OC)c1OC,-0.5,x,x,1,0.1,x,3,10,-1.1
Cc1cccc(-n2c(O)c(C=Nc3ccccc3)c3ccccc3c2=O)n1,0.8,11,-1,-3,1.7,-0.4,12,-18,-1.1
COc1cc(C(=O)N2Cc3cc4ccccc4nc3C2C)cc(OC)c1OC (stereo not drawn),i,x,x,-5,0.5,x,1,1,-0.1
CC(=O)c1ccc(OCCCC(=O)Nc2ccc(C)c(S(=O)(=O)N3CCOCC3)c2)cc1,i,9,x,-2,2.0,-1.4,0,6,0.3
COc1cc([C@@H]2CC=C(C(=O)O)[C@H](c3ccccc3F)N2S(=O)(=O)c2ccc(C)cc2)cc(OC)c1OC,i,-10,x,-12,-0.3,-1.0,11,2,-0.7
COc1ccc(CN2C(=O)C(CC(=O)NCCc3ccccn3)CC(C(=O)N3CCCCCC3)=C2C)cc1 (stereo not drawn),x,x,x,1,-0.3,x,x,2,1.7
Cn1c(N2CCCCC2)nc2c1c(=O)[nH]c(=O)n2C,i,-13,2,-5,x,1.7,6,5,-0.5
COC(=O)CCC(=O)NC1CC(C)(C)Cc2c1cnn2-c1ccc(F)cc1 (stereo not drawn),i,-4,3,9,1.7,-0.9,-9,0,4.5
CCCn1c(N)c(C(=O)CSc2nc(C)cs2)c(=O)n(C)c1=O,-0.9,-5,-2,2,x,3.8,-5,8,0.0
COc1ccc(NC2=NCC(Cc3ccc(Br)cc3)S2)cc1 (stereo not drawn),-0.1,4,5,-4,-0.4,1.2,17,22,-0.4
O=C(NCc1ccccn1)C1CCN(S(=O)(=O)c2ccccc2)CC1,-0.3,0,0,5,x,0.9,-8,2,-0.2
O=C(c1ccc(F)cc1)c1cccc(C(=O)c2ccc(F)cc2)n1,x,-4,x,-4,0.3,-0.8,-1,5,-0.1
CCc1ccc(N(CC(=O)NCc2ccc3c(c2)OCO3)C(=O)c2csnn2)cc1,-4.8,-9,-2,-1,-9.6,-1.0,2,6,-1.9
CC(=O)Nc1ccc(NC(=O)C2CC(=O)N(c3ccccc3Cl)C2)cc1 (stereo not drawn),-0.3,-12,1,0,-0.6,-2.2,-5,4,-0.6
Cc1ncc2c(c1OC(=O)c1ccccc1)COC(C)(C)OC2,1.8,-12,0,-1,x,0.0,-6,-1,u
O=c1c2ccccc2nc2n1CCc1c-2[nH]c2ccccc12,-0.5,-8,x,-7,1.2,1.1,17,-6,-1.1
COc1ccc(CN2CCN(CC3CC3)CC2CCO)cc1C (stereo not drawn),-0.3,-29,0,5,-0.5,0.2,-8,2,u
Cc1c(C(=O)O)oc2ccc(S(=O)(=O)NCc3ccc(F)cc3)cc12,-2.5,-15,-1,-2,x,-0.8,3,-3,-1.6
O=C(Nc1cccnc1)Nc1cccc(F)c1,-0.6,-9,-2,3,0.7,-1.8,-6,6,-3.2
CN(CC(=O)Nc1ccc(Cl)cc1)CC(=O)Nc1sc2c(c1C(N)=O)CCC2,-2.5,x,x,-6,1.3,x,14,-1,-0.4
CCOc1ccc(-n2cc(-c3ccccc3)c3c(=S)nc[nH]c32)cc1,-0.2,19,-2,0,0.6,-0.2,30,-11,-1.2
COc1ccc(CNCc2cccc(Cl)c2)cc1,-0.1,-17,1,-2,-2.4,0.3,-5,-8,1.3
Cc1cccnc1NC(=O)c1ccco1,-0.7,-12,x,-5,0.7,1.6,-11,10,1.0
NC(=O)CC(NC(=O)Cc1cccc2ccccc12)c1ccc(NC2CC3CCC2C3)c([N+](=O)[O-])c1 (stereo not drawn),-0.5,7,5,-5,2.0,-1.2,0,-15,-0.5
COc1cccc(CN2CCN(Cc3ccccc3C(F)(F)F)CC2)c1,i,-22,2,-8,0.9,0.2,23,1,-1.1
FC(F)(F)c1cccc(-c2cc3ccccc3nc2N2CCCC2)c1,0.9,-55,-3,10,x,-1.4,18,-5,2.2

# 14 of the compounds above, as tab-separated lines.
smiles	Vc quorum ag	PriA SSB inh	3CLpro inhibitor	Anthrax LF prot	TcdB inh	PfHsp40 yeast	Y pestis TopoI	PrPC TRFRET	BoNT A protease
CCc1ccc(N(CC(=O)NCc2ccc3c(c2)OCO3)C(=O)c2csnn2)cc1	-4.8	-9	-2	-1	-9.6	-1.0	2	6	-1.9
CC(=O)Nc1ccc(NC(=O)C2CC(=O)N(c3ccccc3Cl)C2)cc1 (stereo not drawn)	-0.3	-12	1	0	-0.6	-2.2	-5	4	-0.6
Cc1ncc2c(c1OC(=O)c1ccccc1)COC(C)(C)OC2	1.8	-12	0	-1	x	0.0	-6	-1	u
O=c1c2ccccc2nc2n1CCc1c-2[nH]c2ccccc12	-0.5	-8	x	-7	1.2	1.1	17	-6	-1.1
COc1ccc(CN2CCN(CC3CC3)CC2CCO)cc1C (stereo not drawn)	-0.3	-29	0	5	-0.5	0.2	-8	2	u
Cc1c(C(=O)O)oc2ccc(S(=O)(=O)NCc3ccc(F)cc3)cc12	-2.5	-15	-1	-2	x	-0.8	3	-3	-1.6
O=C(Nc1cccnc1)Nc1cccc(F)c1	-0.6	-9	-2	3	0.7	-1.8	-6	6	-3.2
CN(CC(=O)Nc1ccc(Cl)cc1)CC(=O)Nc1sc2c(c1C(N)=O)CCC2	-2.5	x	x	-6	1.3	x	14	-1	-0.4
CCOc1ccc(-n2cc(-c3ccccc3)c3c(=S)nc[nH]c32)cc1	-0.2	19	-2	0	0.6	-0.2	30	-11	-1.2
COc1ccc(CNCc2cccc(Cl)c2)cc1	-0.1	-17	1	-2	-2.4	0.3	-5	-8	1.3
Cc1cccnc1NC(=O)c1ccco1	-0.7	-12	x	-5	0.7	1.6	-11	10	1.0
NC(=O)CC(NC(=O)Cc1cccc2ccccc12)c1ccc(NC2CC3CCC2C3)c([N+](=O)[O-])c1 (stereo not drawn)	-0.5	7	5	-5	2.0	-1.2	0	-15	-0.5
COc1cccc(CN2CCN(Cc3ccccc3C(F)(F)F)CC2)c1	i	-22	2	-8	0.9	0.2	23	1	-1.1
FC(F)(F)c1cccc(-c2cc3ccccc3nc2N2CCCC2)c1	0.9	-55	-3	10	x	-1.4	18	-5	2.2

# Returning to the listing, starting two compounds before the break.
SMILES,Vc quorum ag,PriA SSB inh,3CLpro inhibitor,Anthrax LF prot,TcdB inh,PfHsp40 yeast,Y pestis TopoI,PrPC TRFRET,BoNT A protease
COc1cccc(CN2CCN(Cc3ccccc3C(F)(F)F)CC2)c1,i,-22,2,-8,0.9,0.2,23,1,-1.1
FC(F)(F)c1cccc(-c2cc3ccccc3nc2N2CCCC2)c1,0.9,-55,-3,10,x,-1.4,18,-5,2.2
CCCCn1c(N)c(N(CCC(C)C)C(=O)C2CC(=O)N(Cc3ccc(C)cc3)C2)c(=O)[nH]c1=O (stereo not drawn),i,-5,x,-3,1.2,-0.2,-5,3,2.5
COc1cccc2c1O[C@H]1C(=O)CC[C@H]3CN(C)CCC231 (stereo partly drawn),i,-9,x,-1,-0.5,0.2,0,-1,-0.1
O=C(NC(Cc1ccccc1)C(=O)N1CCCC(C(F)(F)F)C1)c1ccccc1 (stereo not drawn),-2.9,-1,x,3,3.4,-1.4,-3,2,-0.3
O=C(CN1C(=O)NC2(CCCC2)C1=O)Nc1cccc(C(F)(F)F)c1,-0.2,-8,-9,0,-1.1,-1.6,-2,5,-1.0
CS(=O)(=O)c1cccc(C(=O)Nc2ccccc2Cc2ccccc2)c1,-0.9,-9,1,0,0.9,-1.0,3,0,1.0
O=C(COC(=O)c1ccc(Br)o1)Nc1ccc(S(=O)(=O)N2CCCC2)cc1,-0.2,-13,0,6,x,0.5,3,0,0.4
COc1cc(C(=O)O/N=C(\N)c2ccncc2)cc(OC)c1OC,-0.4,i,-3,-2,-0.2,0.7,-1,7,-0.5
S=C(Nc1ccccc1)Nc1ccc2cn[nH]c2c1,-0.2,13,-5,-12,1.2,2.0,-6,-8,-0.8
CCCCN(C)CCNC(=O)c1cc2c(-c3cccc(OC)c3)nn(C)c2s1,-0.5,-4,-11,0,1.6,-1.0,-7,-7,3.5
CC(C)(CN)CC(=O)O,i,0,10,-2,1.6,0.8,-20,4,0.0
CC1CCCN(C(=O)Cn2c(=O)oc3ccccc32)C1 (stereo not drawn),-0.2,-5,-2,1,x,0.9,5,-2,1.6
Cc1cc(C)n(-c2cc(N3CCN(C(=O)c4ccc(C(C)(C)C)cc4)CC3)ccc2[N+](=O)[O-])n1,-1.0,34,6,0,x,-1.5,3,-12,0.1
COc1cccc(C2CC(c3ccccc3OC)n3ncnc3N2)c1 (stereo not drawn),-0.4,-5,-8,-5,-0.5,-1.0,-7,-8,-0.2
COc1ccc(C(=O)CCC(=O)N2CCN(c3ccc([N+](=O)[O-])cc3)CC2)cc1,i,-11,10,-4,0.7,1.1,-1,-13,-3.5
COc1cc(CNc2ccc(N3CCCC3)cc2)cc(Cl)c1OC,i,13,1,-45,-1.0,0.7,1,-1,-1.5
COc1ccc(CNC(=O)C(C)N(Cc2ccco2)C(=O)c2snc(C(N)=O)c2N)cc1 (stereo not drawn),-1.8,-20,-1,0,0.6,-0.3,-7,-10,1.1
Cc1ccc(C(=O)O)cc1NC(=S)NC(=O)c1ccc(COc2ccccc2)cc1,i,2,16*,-2,0.0,-0.2,12,4,1.7
O=C(COC(=O)Cc1c[nH]c2ccccc12)NCCc1ccccc1,i,5,x,2,4.7,1.1,6,4,-1.6
O=C(COC(=O)c1ccc(O)cc1)Nc1ccccc1[N+](=O)[O-],-0.4,4,3,-1,2.7,-0.8,-1,-15,-0.8
Cc1cc(C)n(-c2nnc(SCC(=O)NC3CCCC3)c3ccccc23)n1,7.1,-9,0,0,x,0.1,10,8,-1.8
CCOC(=O)[C@@H]1[C@H]2COc3ccccc3[C@H]2N2C(=O)N(c3ccc(Br)cc3)C(=O)[C@]12C,-0.4,-10,x,4,1.2,-0.4,13,0,0.2
CCc1cccc(C)c1NC(=O)C(c1ccc(O)cc1)N1CCC1=O (stereo not drawn),-0.2,-13,5,0,x,-0.3,-5,3,0.0
COc1ccc(Cn2c(=O)oc3ccccc32)cc1,-0.5,x,x,-7,0.3,x,3,-3,-0.2
CCN(CC(=O)Nc1cccc(S(=O)(=O)N(C)c2ccccc2)c1)Cc1cccs1,i,-33,x,0,0.8,-0.9,42,2,-4.2
Cc1nc2ccccn2c1C(=O)NN=C1CCCC1,-0.6,-1,3,-4,-11,1.1,-2,-2,-0.6
Cc1ccc(S(=O)(=O)N2CC(C)N(S(C)(=O)=O)C2)cc1 (stereo not drawn),0.2,-8,-3,2,1.6,-1.1,3,4,-4.2

# These rows are one share of the data, so the mix of outcomes need not match the whole.
